ZTA counter: blocks Epstein-Barr virus ZTA, an EBNA-1 counter-screen | 320,000 compounds, 0.15% hits | ZTA-DNA binding, fluorescence polarization | P03206 | inhibition, % at 11 µM | AID 2234; in the data active = inhibition above about 33%
GSTO1 counter: inhibitors of recombinant GSTO1, primary screen, counter-screen for RBBP9 inhibitor project, biochemical, fluorescence polarization; Glutathione S-transferase omega-1 (Homo sapiens), P78417; activity-based probe fluorescence polarization; inhibition, % at 5.96 µM; 300,000 compounds, 1.1% hits; AID 1974, 2009;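 active = inhibition above the campaign mean inhibition plus 3 SD, cut at about 35% in these data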;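 also: 0% = GSTO1-1 with DMSO and 100% = wells lacking GSTO1-1 enzyme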
PAFAH2 inh: PAFAH2 enzyme inhibitors, primary screen, biochemical, fluorescence polarization, human; Platelet-activating factor acetylhydrolase 2, cytoplasmic (Homo sapiens), Q99487; recombinant PAFAH2, FP-rhodamine activity probe; inhibition, % at 3.39 µM; 340,000 compounds, 0.99% hits; AID 492956, 2010;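 active = inhibition above the mean over all tested compounds plus 3 SD, cut at about 30% in these data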;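 also: inhibitors block probe labeling of enzyme so polarization drops; 0% = enzyme with DMSO and 100% = wells lacking PAFAH2 protein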
LYPLA1 inh: LYPLA1 inhibitors, primary screen, counter-screen for PME1 inhibitor project, biochemical, fluorescence polarization, FP-Rh probe ABPP | recombinant LYPLA1 | 320,000 compounds, 0.16% hits | inhibition, % at 5.9 µM | AID 2174, 2009;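 active = inhibition above the mean of all tested compounds plus 3 SD, set per campaign, cut at about 14% in these data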;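 also: inhibitors block serine hydrolase probe labeling of LYPLA1 so polarization falls; 0% = enzyme with DMSO and 100% = wells lacking LYPLA1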
Target sequence (O75608 whole entry, looked up): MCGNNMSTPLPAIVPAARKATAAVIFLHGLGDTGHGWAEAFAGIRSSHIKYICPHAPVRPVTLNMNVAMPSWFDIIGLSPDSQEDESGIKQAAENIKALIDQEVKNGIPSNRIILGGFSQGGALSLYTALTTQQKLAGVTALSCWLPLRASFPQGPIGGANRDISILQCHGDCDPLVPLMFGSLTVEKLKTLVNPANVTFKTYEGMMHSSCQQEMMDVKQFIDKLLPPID
PAD4 FP inh: human PAD4 inhibitors, primary screen, biochemical, fluorescence polarization, 1536-well format. Protein-arginine deiminase type-4 (Homo sapiens), Q9UM07. recombinant PAD4, RCA probe fluorescence polarization. inhibition, % at 6.36 µM. 330,000 compounds, 0.41% hits. AID 485272, 2010;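 active = percent inhibition above a cutoff equal to the mean of all tested compounds plus 3 SD, cut at about 15% in these data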;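 also: 0% = PAD4 with RCA probe and DMSO and 100% = probe without PAD4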
LYPLA2 counter: LYPLA2 inhibitors, primary screen, counter-screen for PME1 inhibitor project, biochemical, fluorescence polarization, FP-Rh probe ABPP; recombinant LYPLA2; 320,000 compounds, 0.38% hits; inhibition, % at 5.9 µM; Acyl-protein thioesterase 2 (Homo sapiens), O95372;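 active = inhibition above the screen-wide mean plus 3 SD, limit set per campaign, cut at about 26% in these data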;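 also: 0% = LYPLA2 with DMSO and 100% = wells lacking LYPLA2 enzyme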
PREPL inh: PREPL enzyme inhibitors, primary screen, biochemical, fluorescence polarization. recombinant PREPL, fluorescence polarization activity-based probe. AID 2751, 2010. inhibition, % at 5.96 µM. 320,000 compounds, 0.68% hits. Prolyl endopeptidase-like (Homo sapiens), Q4J6C6; in the data active = inhibition above about 43%;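 also: 0% = enzyme with DMSO and 100% = wells lacking enzyme; many of its hits are not listed in these tables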
Target sequence (Q4J6C6 whole entry, looked up): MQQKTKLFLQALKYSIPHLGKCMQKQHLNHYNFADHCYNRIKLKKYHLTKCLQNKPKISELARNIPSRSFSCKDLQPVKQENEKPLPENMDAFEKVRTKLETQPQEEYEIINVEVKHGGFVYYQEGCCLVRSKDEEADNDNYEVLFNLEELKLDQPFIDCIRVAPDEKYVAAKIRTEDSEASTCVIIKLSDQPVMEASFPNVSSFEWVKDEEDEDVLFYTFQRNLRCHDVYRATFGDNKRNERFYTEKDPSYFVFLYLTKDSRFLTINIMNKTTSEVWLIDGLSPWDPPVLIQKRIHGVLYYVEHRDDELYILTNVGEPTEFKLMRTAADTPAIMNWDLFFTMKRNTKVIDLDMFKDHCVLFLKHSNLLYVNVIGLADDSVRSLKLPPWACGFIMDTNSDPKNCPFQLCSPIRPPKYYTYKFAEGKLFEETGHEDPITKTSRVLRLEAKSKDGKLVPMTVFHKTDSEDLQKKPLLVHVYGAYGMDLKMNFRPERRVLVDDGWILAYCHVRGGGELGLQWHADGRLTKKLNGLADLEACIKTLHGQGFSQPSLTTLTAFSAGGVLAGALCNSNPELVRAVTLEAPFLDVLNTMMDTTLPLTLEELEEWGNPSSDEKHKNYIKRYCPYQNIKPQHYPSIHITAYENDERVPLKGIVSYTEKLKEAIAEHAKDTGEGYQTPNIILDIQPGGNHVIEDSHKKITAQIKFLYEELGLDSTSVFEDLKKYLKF
EBNA-1 inhibitor: EBNA-1 DNA-binding inhibitors, primary screen, biochemical, fluorescence polarization; inhibition, % at 14.8 µM; 300,000 compounds, 0.34% hits; AID 1950, 2009; in the data active = inhibition above about 28%
PAFAH1B3 inh: PAFAH1B3 enzyme inhibitors, primary screen, biochemical, fluorescence polarization, human; Platelet-activating factor acetylhydrolase IB subunit alpha1 (Homo sapiens), Q15102; recombinant PAFAH1B3, FP-rhodamine probe; inhibition, % at 3.39 µM; 340,000 compounds, 0.28% hits; AID 492972, 2010;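 active = inhibition above the screen-wide average of all tested compounds plus 3 SD, cut at about 25% in these data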;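 also: 0% = enzyme with DMSO only and 100% = wells lacking PAFAH1B3 protein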
An asterisk follows results filed as active; . = not tested or not shown. Not all compounds are listed, so the mix of outcomes need not match the whole.

SMILES	ZTA counter	GSTO1 counter	PAFAH2 inh	LYPLA1 inh	PAD4 FP inh	LYPLA2 counter	PREPL inh	EBNA-1 inhibitor	PAFAH1B3 inh
CCCCNC(=O)NC(C(=O)OC)C12CC3CC(CC(C3)C1)C2 (stereo not drawn)	-12	7	-1	-1	-5	-2	9	-1	3
NC(=O)c1ccccc1NC(=O)C1CCCO1 (stereo not drawn)	-8	4	-1	-2	0	3	1	5	-2
c1ccc2oc(SCc3cn4ccccc4n3)nc2c1	-15	5	1	2	0	4	16	0	6
CC1Cc2ccccc2N1C(=O)CN(C)CC(=O)Nc1ccc(F)cc1 (stereo not drawn)	-3	.	-9	1	0	-1	-5	.	4
CC(C)[C@H](NC(=O)N1CCn2c1nc1ccccc12)C(=O)N[C@H](C(=O)O)c1ccccc1	1	4	-2	4	-4	1	-3	-8	12
CCN(CC)S(=O)(=O)c1ccc(S(=O)(=O)NCC2CCCO2)cc1 (stereo not drawn)	19	3	-11	3	-1	-1	-6	2	2
CCCCCCOc1ccc(N2C(=O)CC(N3CCN(C(=O)c4ccco4)CC3)C2=O)cc1 (stereo not drawn)	8	4	18	0	-2	6	-3	-2	4
CN(C(=S)NC(=O)c1ccccc1)c1c(N)n(Cc2ccccc2)c(=O)[nH]c1=O	-6	4	-1	2	1	4	4	4	5
COc1ccc(CCNC(=O)CSc2nc(N)c3c(C)c(C)oc3n2)cc1OC	11	12	3	-1	-3	-6	-2	-1	5
COc1ccc(OC)c(/C(O)=C/C(=O)C(=O)Nc2ccccc2OC)c1	3	-6	-6	2	-4	2	2	-8	1
Nc1nc(SCC(=O)Nc2ccccc2)nc2nc3c(cc12)CCCC3	-32	1	-9	-7	-13	-2	-1	-5	8
Cc1ccc(CN2CCN(C/C=C/c3ccc(F)cc3)CC2CCO)o1 (stereo not drawn)	0	6	-8	-1	-2	4	10	1	8

Full records from above.
Entry for Nc1nc(SCC(=O)Nc2ccccc2)nc2nc3c(cc12)CCCC3 = ZTA counter: -32; GSTO1 counter: 1; PAFAH2 inh: -9; LYPLA1 inh: -7; PAD4 FP inh: -13; LYPLA2 counter: -2; PREPL inh: -1; EBNA-1 inhibitor: -5; PAFAH1B3 inh: 8
Entry for CCN(CC)S(=O)(=O)c1ccc(S(=O)(=O)NCC2CCCO2)cc1 (stereo not drawn) = ZTA counter: 19; GSTO1 counter: 3; PAFAH2 inh: -11; LYPLA1 inh: 3; PAD4 FP inh: -1; LYPLA2 counter: -1; PREPL inh: -6; EBNA-1 inhibitor: 2; PAFAH1B3 inh: 2

Later entries:
SMILES	ZTA counter	GSTO1 counter	PAFAH2 inh	LYPLA1 inh	PAD4 FP inh	LYPLA2 counter	PREPL inh	EBNA-1 inhibitor	PAFAH1B3 inh
O=C(NCCN1CCOCC1)C(=O)NCC1OCCN1S(=O)(=O)c1cc(F)ccc1F (stereo not drawn)	7	7	15	-2	6	-5	-6	14	4
Cn1nnnc1SCc1ccc(F)cc1	-17	5	-3	3	2	1	2	-8	11
CCOc1ccccc1NC(=O)CCNC(=O)c1ccc(Cl)cc1	-10	5	9	-3	0	1	-4	2	3
CCOC(=O)Cn1nc(-c2ccc(Cl)cc2)cc1N	12	-2	5	-2	-3	-2	9	4	0
COc1ccc(C(=O)N2CCC3(CC2)NCCc2[nH]cnc23)cc1	10	-5	7	6	-2	9	1	-2	3
CCC(C)(C)NC(=O)Cn1c(-c2ccc(C)cc2)noc1=O	-2	0	-5	2	-2	2	-2	-8	3
CCc1cc2ccc(C)cc2nc1SCC(=O)Nc1cc(OC)c(OC)cc1C(=O)O	12	-7	7	-3	0	-1	-1	13	0
COc1ccc(Nc2nnc(-c3ccc(C(=O)NCCO)cc3)c3ccccc23)cc1	-8	4	8	-4	-4	-1	22	-10	2
Cc1ccc(C(=O)NCCSC(C)(C)C)cc1[N+](=O)[O-]	-29	6	6	2	-2	5	15	1	3
CCCNC(=O)c1sc2c(c1C(=O)Nc1ccccn1)CCCC2	0	1	1	-1	0	2	4	-8	0
Cc1ccc(Cl)cc1NC(=O)C1CCCN1S(=O)(=O)c1ccc(-c2ccc(=O)[nH]n2)s1 (stereo not drawn)	-14	-71	-6	-11	-3	-5	0	-24	-1
O=C(NC(=S)N1CCN(c2ccc([N+](=O)[O-])cc2)CC1)c1ccccc1Cl	-14	1	0	1	1	-3	-5	7	8
O=C(CCCCCN1C(=O)c2cccc([N+](=O)[O-])c2C1=O)Nc1ccccc1F	7	1	-4	-2	-2	5	-4	1	4
C/C(=N/N=C1/NC(=O)CC(C(=O)O)S1)c1ccccc1 (stereo not drawn)	4	1	-14	-1	-3	-4	2	-4	9
COc1ccc(CCNCC(C)c2ccccc2)cc1 (stereo not drawn)	2	0	-6	-3	3	2	-40	-15	9
COc1ccc(CNC(=O)Nc2ccc3c(c2)N(C)C(=O)CS3)cc1	-4	0	-7	-8	-7	-3	12	14	1
NC(=O)C1CCCN(C(=O)c2ccc3c(c2)NC(=O)CS3)C1 (stereo not drawn)	5	.	-1	-3	-5	-1	1	.	9
Cn1cnnc1SCc1ccc(C#N)cc1Cl	-3	4	4	-3	-3	6	0	4	0
CCCCn1c(N)c(N(CC(C)C)C(=O)c2ccc(N(C)S(=O)(=O)c3ccc(C)cc3)cc2)c(=O)[nH]c1=O	-22	4	4	1	9	3	14	-9	3
Cc1cccc(Nc2ncnc(N)n2)c1	-15	5	2	1	-3	-1	0	-4	4
O=C(CC(c1ccccc1)c1ccccc1)Nc1ccc2c(c1)OCCO2	-1	5	6	-4	-6	-2	6	-7	2
Cc1ccc([N+](=O)[O-])cc1NC(=S)NC(=O)CC(C)(C)C	-14	-8	-7	4	1	7	7	7	0
O=C(c1cc(COc2ccc(F)cc2F)on1)N1CCOCC1	7	4	9	4	4	3	10	-12	7
COc1ccc(OCC(=O)Nc2nc3cc4c(cc3s2)OCCO4)cc1	.	.	-37	.	-27	.	11	.	-6
C/C=C(\C)C(=O)N1CCC(C(=O)c2ccccc2)CC1	-2	-1	4	3	1	10	-1	-16	6
CCCCn1c(-c2nonc2N)nc2ccccc21	-18	-4	2	-1	-6	-3	-2	0	7
CC(=O)N1CCc2c(sc(NC(=O)Cc3ccccc3)c2C#N)C1	-4	1	-6	0	-1	5	2	-8	6
Cc1ccc(S(=O)(=O)N2[C@@H](c3ccc(F)cc3)C(C(=O)O)=CC[C@H]2c2cccc(Cl)c2)cc1	8	-11	0	-4	7	4	-8	13	4
CCCn1c(-c2cccc([N+](=O)[O-])c2)nc2c1c(=O)[nH]c(=O)n2Cc1ccccc1	12	-2	-1	1	0	2	-5	-4	0
CCCn1nc(C(=O)Nc2ccc(S(=O)(=O)Nc3ncccn3)cc2)c2ccccc2c1=O	14	-10	4	-3	3	-6	6	4	4
CN(C(=O)COC(=O)Cc1c(Cl)cccc1Cl)C1CCS(=O)(=O)C1 (stereo not drawn)	8	.	6	0	-3	2	3	.	4
Cc1cccc(C(=O)OC(C)C(=O)N2CCc3ccccc3C2)c1C (stereo not drawn)	2	.	2	-1	3	9	-50	.	7
Cc1ccc(CN2CCN(Cc3cn(C(C)C)c4ccccc34)CC2CCO)o1 (stereo not drawn)	1	3	-5	0	-2	-4	13	-10	-2
CC(=O)NCCNC(=O)C1CCC(CNc2nc(=S)[nH]c3ccccc23)CC1 (stereo not drawn)	3	-1	0	0	3	2	-10	-12	1
O=C(CN1CCN(c2ccc(F)cc2)CC1)Nc1ccc2c(c1)OCCO2	1	0	12	0	2	2	17	-10	8
O=S(=O)(NCCCNS(=O)(=O)c1c(F)cccc1F)c1ccc2c(c1)OCCO2	-4	.	-5	1	-2	5	6	.	16
Cc1cc(=S)c2ccccc2[nH]1	9	-6	-4	-1	-1	2	4	4	3
NC(=O)C1CCCN(S(=O)(=O)c2ccc(Br)cc2)C1 (stereo not drawn)	-10	4	15	5	-4	6	9	2	3
Cc1ccccc1NS(=O)(=O)c1ccc(NS(=O)(=O)c2cccs2)cc1	3	7	-2	-2	3	0	4	-2	2
CCOc1ccccc1NC(=O)C(CC(C)C)NC(=O)C1CCC(C)CC1 (stereo not drawn)	-1	-2	-8	3	0	2	2	0	8
Cc1ccc(-n2cc(S(=O)(=O)c3ccc(C)cc3)[nH]c2=O)cc1	11	-2	1	0	-9	-3	-1	10	6
O=c1[nH]ncn1-c1ccc(Br)cc1	-1	-1	-6	-2	2	0	-4	7	5
COc1ccc(OC)c(S(=O)(=O)N(C)CC(=O)N2CCN(c3ccc(F)cc3)CC2)c1	1	-2	2	-1	-3	0	16	4	11
Cc1ccc(C(=O)OCC(=O)Nc2ccc3c(c2)OCO3)c(O)c1	-5	.	10	0	0	4	2	.	-8
Cc1ccc([C@@H]2CC=C(C(=O)O)[C@H](c3ccc(Cl)cc3)N2S(=O)(=O)c2ccccc2C)cc1	.	.	15	.	-5	.	12	.	4
CCNC(=O)C1CC(=O)OC12CCCCC2 (stereo not drawn)	8	2	6	-3	0	-3	4	-4	10
Cc1cc(C)c[n+](CC(=O)c2c(C)cc(C)c([N+](=O)[O-])c2C)c1	-1	-3	1	0	1	5	7	6	-4
COc1ccc(OC)c(S(=O)(=O)N2CCCC(C(=O)N3CCC(C(N)=O)CC3)C2)c1 (stereo not drawn)	5	-2	0	-6	-1	-1	-6	-6	2
CCC(C)(C)NC(=O)CCCSc1nc2ccccc2[nH]1	1	5	1	-1	2	0	4	-5	5
O=C(CN1C(=O)C2C3CC(C(Br)C3Br)C2C1=O)OCC(=O)c1cccc([N+](=O)[O-])c1 (stereo not drawn)	3	5	5	4	-7	-2	2	-3	8
O=C(NCc1ccco1)c1cc(S(=O)(=O)N2CCOCC2)ccc1Cl	-3	-1	7	-1	1	0	-3	10	1
CC(O)CSc1nc2c(c(=O)[nH]c(=O)n2C)n1Cc1ccccc1 (stereo not drawn)	-1	0	-16	-2	1	-6	-4	5	4
CCOC(=O)N1CCN(C(=O)c2cc3c(=O)n(C)c4ccccc4c3n2C)CC1	4	6	-2	4	0	7	-1	2	10
CC1=C(C(=O)OCc2ccccc2)C(c2ccc(Cl)cc2)NC(=O)N1CCCC(=O)O (stereo not drawn)	-3	10	.	0	-3	3	3	8	.
Cc1ccc(-n2nc3cc(C)c(N)cc3n2)cc1	0	23	-4	-5	-2	-9	19	-5	10
O=[N+]([O-])c1ccccc1S(=O)(=O)N(CC1CO1)c1ccccc1 (stereo not drawn)	-6	98*	2	0	-1	-9	4	5	8
COc1cc(NC(=O)C/C(C)=N/NC(=O)C(=O)NC2CCCCC2)c(OC)cc1Cl	6	2	4	4	-1	-3	8	0	16
Cc1cccc(NC(=O)CNC(=O)CCc2nc3sc4c(c3c(=O)[nH]2)CCCC4)c1C	4	28	24	-6	-5	-5	12	2	5
COC1=CC2(O)CCCC2=CC1=O (stereo not drawn)	-8	5	-10	3	-1	1	-4	9	-5
CN(CC1CCCN(CCc2ccc(Cl)cc2)C1)C(=O)c1ccc2nc[nH]c2c1 (stereo not drawn)	0	1	1	-2	-5	4	3	15	-7
O=S(=O)(c1ccccc1)N1CCc2ccccc2C1	12	3	-1	0	7	5	-15	-7	2
O=C(CN1C(=O)NC2(CCCC2)C1=O)N1CCc2ccccc2C1	-15	5	2	0	-5	3	-4	7	-2
Cc1ccccc1N1C(=O)CC(Nc2ccc3c(c2)OCO3)C1=O (stereo not drawn)	-8	4	-2	2	-1	2	29	21	-6
